# Assay outcomes (PubChem BioAssay)
# HCV inh – qHTS Assay for Inhibitors of Hepatitis C Virus (HCV); Huh7.5.1 HCVcc-Cre infection, luciferase reporter, 44 h; hit rate 3.4% among 340,000; Potency, µM (series often up to 41.8 µM), without a hit: top-dose activity change, negative = inhibition, usual class: inhibitors; further: potency means the concentration at half of the fitted maximal effect
#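 HCVcc-Cre virus at an moi near 0.5 was added right after compound to cells cultured 4 h from seeding (1,000 cells/well). Luciferase activity was determined 44 h later, 15 min after substrate addition at RT.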
# AmpC inh detg – qHTS Inhibitors of AmpC Beta-Lactamase (assay with detergent) | P00811 | AmpC hydrolysis of nitrocefin, absorbance 480 nm, 0.01% Triton | Potency, µM (top dose mostly 114 µM), for inactives: top-dose activity change, negative = inhibition, hits mostly inhibitors | hit rate 0.041% among 370,000;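 further: potency means the concentration at half of the fitted maximal effect; 0% = no-compound wells and -100% = no-enzyme wells; nearly all actives have a fitted effect of over 25% in size; some results filed as inactive show a strong effect at the top dose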
# Target sequence (P00811 whole entry, looked up): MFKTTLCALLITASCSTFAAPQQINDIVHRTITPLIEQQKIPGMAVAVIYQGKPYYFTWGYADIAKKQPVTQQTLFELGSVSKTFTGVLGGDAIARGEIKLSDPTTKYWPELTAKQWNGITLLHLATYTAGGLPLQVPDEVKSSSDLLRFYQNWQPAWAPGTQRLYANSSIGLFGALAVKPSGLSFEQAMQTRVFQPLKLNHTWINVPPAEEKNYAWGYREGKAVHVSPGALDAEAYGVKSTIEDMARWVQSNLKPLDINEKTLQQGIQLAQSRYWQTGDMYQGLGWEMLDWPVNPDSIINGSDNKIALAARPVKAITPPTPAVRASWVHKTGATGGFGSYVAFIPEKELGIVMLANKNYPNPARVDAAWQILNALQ
#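 20 mM phosphate pH 7.0 + 0.01% (detergent screen) or 0.0001% Triton X-100; 5.3 nM AmpC reagent; cpd preinc 15 min RT; nitrocefin (800 uM stock) to start; A480 q20 s × 4 min; Activity was normalised to no-enzyme and no-compound control wells.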
# Giardia FBPA inh – qHTS Assay for Inhibitors of Fructose-1,6-bisphosphate Aldolase from Giardia Lamblia; A8B2U2; purified Giardia FBPA; Potency, µM (highest dose often 59.6 µM), for inactives: at the highest dose activity, negative = inhibition, hits mostly inhibitors; hit rate 0.71% among 290,000; further: potency means the concentration at half of the fitted maximal effect; nearly all actives have a fitted effect of over 55% in size
# Target sequence (A8B2U2 whole entry, looked up): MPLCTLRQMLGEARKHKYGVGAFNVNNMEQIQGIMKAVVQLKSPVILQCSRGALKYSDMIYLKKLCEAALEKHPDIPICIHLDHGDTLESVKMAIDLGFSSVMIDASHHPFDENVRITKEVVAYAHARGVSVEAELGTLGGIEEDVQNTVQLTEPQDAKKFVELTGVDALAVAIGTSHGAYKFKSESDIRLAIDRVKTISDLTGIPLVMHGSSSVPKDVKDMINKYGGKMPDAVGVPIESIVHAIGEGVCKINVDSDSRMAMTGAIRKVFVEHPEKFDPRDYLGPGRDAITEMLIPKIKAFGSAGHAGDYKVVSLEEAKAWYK
#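 40 nM FBPA preincubated 10 min at RT with compound (up to 57.5 uM final), then substrate plus GAPDH/TPI/NAD/arsenate coupling and diaphorase/resazurin added. Fluorescence read after 20 min at RT, 525/598 nm.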
# AmpC no deterg – qHTS Inhibitors of AmpC Beta-Lactamase (assay without detergent) | AmpC nitrocefin hydrolysis, absorbance 480 nm, 0.0001% Triton | Potency, µM (titrated, usually from 57.1 µM), inactives show at the highest dose activity change, negative = inhibition, actives largely listed as inhibitors | hit rate 0.52% among 330,000 | AID 485341, 2010;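 further: potency means the concentration at half of the fitted maximal effect; plate controls were no compound for no effect and no enzyme for full effect; nearly all actives have a fitted effect of over 20% in size; some results filed as inactive show a strong effect at the top dose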
#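 20 mM phosphate pH 7.0 + 0.01% (detergent screen) or 0.0001% Triton X-100; 5.3 nM AmpC reagent; cpd preinc 15 min RT; nitrocefin (800 uM stock) to start; A480 q20 s × 4 min; Activity was normalised to no-enzyme and no-compound control wells.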
# HCMV inh – qHTS Assay for inhibitors of the human cytomegalovirus (HCMV). HFF cells, HCMV-luciferase reporter, 72 h; stronger effect = lower value. activity change, negative = inhibition, % at 57.5 µM. hit rate 4.5% among 410,000; in the data active means activity change below about -60%; inconclusive means no clear call, values can overlap the other calls; inactive means above about -39%
#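 After 16 h attachment at 37C, HFF cells received test compound and HCMV-luciferase (1 PFU/cell); reporter luminescence read 72 h later, data normalized against buffer-only and known inhibitor Salinomycin.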
# Sm TGR inh – qHTS Assay for the Inhibitors of Schistosoma Mansoni Peroxiredoxins; Schistosoma mansoni thioredoxin glutathione reductase (TGR), Q962Y6; purified TGR, DTNB reduction, TNB absorbance 405 nm; Potency, µM (top dose mostly 114 µM), without a hit: at the top dose activity change, negative = inhibition, hits mostly inhibitors; hit rate 3% among 360,000; further: potency means the concentration at half of the fitted maximal effect; nearly all actives have a fitted effect of over 60% in size
#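 First, TGR (20 nM dispensed) and NADPH were mixed with compound. Second, a 15 min room-temperature incubation followed. Third, further NADPH and then DTNB were added to start the reaction. Finally, TNB absorbance was monitored kinetically.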
# Active calls of the source: *; ? = inconclusive; / = not tested or not shown; & = joins results of further samples; [ ] = another dose, or the depositor's remark. Unless noted, the call rests on the fitted dose curve; in most records, active means well fitted curve in the direction sought with a large enough effect; inconclusive means small, poorly fitted or top-dose-only effect, or another doubt; inactive means no such curve, though single readings can be large; an effect the other way counts as inactive or inconclusive. Unless noted, on the % scale 0 is the no-effect control and ±100 the full control effect.
molecule	HCV inh	AmpC inh detg	Giardia FBPA inh	AmpC no deterg	HCMV inh	Sm TGR inh
O=C(CNc1cccc(S(=O)(=O)N2CCCC2)c1)Nc1cccc(C(F)(F)F)c1	?	/	/	-6.4%	0.0	/
C=CCNC(=O)c1cc(=O)c2ccccc2o1	9.7%	?	6.2%	-2.5%	23.8	11.3%
CC(C)(C)[C@H]1COC(=O)[C@H](Cc2ccc(F)cc2)CC/C=C/C[C@@H](CC(=O)N[C@H](CO)Cc2ccccc2)C(=O)N1	10.1%	/	/	141.2%[activator]	-0.6	/
Cc1ccc(NC(=O)CS(=O)CC(=O)NC23CC4CC(CC(C4)C2)C3)cc1 (configuration not stated)	15.0%	6.0%	-1.6%	12.1%	7.7	-0.7%
Cc1cccc(NC(=O)c2ccc([N+](=O)[O-])o2)c1C	?	1.3%	-10.7%	-10.4%	-14.3	5.6%
CCOC(=O)CC1=C(C(=O)OCC)C(c2cc(OC)c(OC)cc2OC)C(C#N)=C(N)O1 (configuration not stated)	12.6%	2.4%	?	16.8%	55.7	-17.6%
COc1ccc(C(=O)COC(=O)C(O)c2ccccc2)c(OC)c1 (configuration not stated)	3.5%	/	/	-22.1%	-26.0	/
COC(=O)c1cc(C)sc1NC(=O)c1cccnc1	?	?	-2.1%	-2.1%	10.0	-3.2%
Cc1snc(S(=O)(=O)/C(C#N)=N/Nc2cccc(C(F)(F)F)c2)c1C#N	-5.5%	2.5%	28.4%	-31.6%	/	-12.2%
C=CCOc1ccc(C=Nc2ccc(OC)cc2)c(O)c1	-0.6%	2.4%	-18.9%	-23.2%	-38.8	7.7%
CC(C)CC(=O)Nc1nnc(SCc2cc(=O)n3ccccc3n2)s1	/	3.1%	/	/	-24.1	-2.3%
COc1ccc(-c2nc3nc(SC)nn3cc2C)cc1F	-7.4%	-9.6%	-2.6%	1.9%[2.29 µM]	5.2	9.9%
O=C(Nc1ccncc1)Nc1cc(Cl)ccc1Cl	-7.9%	-4.9%	-4.5%	-38.6%	-24.0	1.5%
O=C(Nc1ccc(S(=O)(=O)N2CCCCC2c2cccnc2)cc1)c1ccc(F)cc1 (configuration not stated)	/	4.9%	/	/	-38.3	1.6%
Nc1cnn(C2OC(CO)C(O)C2O)c(=O)n1 (configuration not stated)	13.5%	0.7%	6.7%	-8.6%	-63.5*	-19.4%
Brc1ccc(CNc2cc3c(cc2Br)OCCO3)cc1	-4.8%	9.8%	-5.9%	-8.3%	?	23.1%
CCCC(O)(c1ccc(Cl)cc1)C(CN1CCOCC1)c1ccccc1 (configuration not stated)	?	?	-15.0%	144.6%[activator]	-28.3	-14.3%
O=C(NCCc1ccc(Cl)cc1)c1ccc2nc(CCc3ccccc3)oc2c1	/	28.7%	/	/	44.3	11.9%
CCc1ccccc1NC(=O)c1cc(S(=O)(=O)N2CCc3ccccc32)ccc1F	/	7.1%	/	/	-20.8	9.5%
Cc1cc(C)n(-c2nc3ccccc3nc2N2CCN(C(=O)c3ccccc3)CC2)n1	-3.7%	-9.2%	5.2%	67.4%[activator]	-24.2	0.4%
CCc1nn(CC(=O)NCCc2ccc(OC)cc2OC)c(=O)c2cc3sccc3n12	/	-1.8%	/	/	52.8	-5.6%
CC(=O)c1ccc(N2CCCCC2)c(F)c1	17.8%	-3.4%	3.5%	-7.7%	0.3	?
NC(=O)CC(NC(=O)Cc1ccc(Cl)cc1)c1ccc(N2CCN(c3ccccn3)CC2)c([N+](=O)[O-])c1 (configuration not stated)	-8.7%	?	23.5%	21.5%	-12.7	-0.6%
COc1ccc(OC)c(CNC(=O)Cc2c(C(=O)O)[nH]c3ccccc23)c1	2.6%	?	14.9%	-12.6%	19.7	25.2%
CCc1nnc(NC(=O)CSc2nnc(-c3ccncc3)n2C)s1	23.1%	-14.5%	-5.1%	-5.3%	22.7	1.0%
COc1ccc(OC)c(/C=N/NC(=O)CCc2n[nH]c(=O)[nH]c2=O)c1	17.8%	4.7%	-1.3%	-19.9%	-33.9	3.6%
CC1CCCC(C)N1C(=O)C1CCCCC1 (configuration not stated)	30.7%[activator]	0.5%	1.9%	-0.9%	-17.2	10.8%
Cc1ccccc1-c1nc(CS(=O)(=O)CC(=O)NCc2cccc(Cl)c2)c(C)o1	/	-12.8%	/	/	13.9	-12.9%
CN(Cc1nc2ccc(F)cc2[nH]1)C(=O)C1CCC(=O)N(C2CC2)C1 (configuration not stated)	41.4%[activator]	5.5%	-3.8%	-8.2%	-12.4	-29.1%
CCCNC(=O)c1ccc2c(c1)S(=O)(=O)c1ccccc1C2=O	?	1.8%	-2.8%	-12.2%	-8.3	0.0%

# Next part.
molecule	HCV inh	AmpC inh detg	Giardia FBPA inh	AmpC no deterg	HCMV inh	Sm TGR inh
CCOC(=O)c1csc(NC(=O)CSc2nnnn2-c2ccc3c(c2)OCCO3)n1	-10.4%	-6.7%	5.3%	-17.8%	?	-1.5%
Cc1nc2ccccc2cc1C(=O)Nc1ccccc1Cl	10.0%	0.3%	-5.2%	147.8%[activator]	-34.3	7.5%
CN(Cc1cn[nH]c1-c1cc2ccccc2o1)CC1CCOCC1	14.1%	7.9%	-0.8%	-1.0%	-8.0	0.1%
Cc1oc(-c2ccc(Cl)cc2)nc1CS(=O)CC(=O)NC1CCCC1 (configuration not stated)	-14.4%	-7.9%	/	59.6%	-12.8	8.91µM*
Cc1ccc(NC(=S)N(Cc2ccco2)C(C)c2cccs2)c(Cl)c1 (configuration not stated)	?	-0.8%	11.0%	-9.8%	-11.9	-0.4%
O=C(COC(=O)CNC(=O)C1CCCCC1)Nc1cc(C(F)(F)F)ccc1Cl	/	2.6%	/	5.5%	-3.7	-3.1%
CNC(=O)c1cc2c(-c3ccccc3)nn(C)c2s1	-18.1%	-0.5%	0.0%	-13.1%	-28.4	23.3%
Cc1cc(OC(C)C(=O)NCc2cccnc2)c2c(C)cc(=O)oc2c1 (configuration not stated)	-0.3%	-5.2%	-4.8%	1.9%	35.1	15.0%
O=C(NC1CC1)c1cccc(NC(=O)c2cnn(-c3ccccc3)n2)c1	?	/	/	-27.0%	0.0	/
Cc1ccc(CNC(=O)c2ccc(-n3c(C)cc4c3CCCC4)cc2)cc1	/	4.6%	/	/	-7.7	?
Cc1ccc(-c2csc(N3CCN(c4cc5c(cc4Cl)nc(C(C)N)n5CCCO)CC3)n2)cc1 (configuration not stated)	?	0.4%	3.7%	0.8%	81.3	-13.8%
O=C(COCCOCC(=O)N(c1ccccn1)C1CCCCC1)N(c1ccccn1)C1CCCCC1	7.0%&-34.5%	-5.7%	-6.7%	186.9%[activator]	-26.4	-24.6%
Cc1ccc(NCc2nnc(SCC(N)=O)o2)c(C)c1	7.1%	0.9%	3.2%	-10.5%	39.0	1.7%
Cc1cccc(-c2ccc3ncnc(NCc4cccnc4)c3c2)c1	/	-12.4%&3.1%	/	-36.5%&-16.2%	15.7	-8.8%&-3.3%
CCOc1ccc(CC(=O)NCCS(=O)(=O)N2CCN(c3ccccc3OC)CC2)cc1	/	-5.7%	/	/	-37.3	-4.0%
C[C@]12CCC(=O)CC1CCC1C2CC[C@]2(C)C(OC(=O)CCC(=O)O)CCC12 (some centres not stated)	27.2%	-12.8%	4.3%	-26.1%	3.6	-12.0%
CCNc1c(NC(=O)COc2ccc(Cl)cc2)c(=O)oc2ccccc12	-14.5%	-5.0%	4.2%	-30.7%	-8.6	-1.4%
Cc1nn(CC(=O)N2CCN(c3ccc(Cl)cc3)CC2)c(=O)c2cccn12	-1.3%	-0.7%&14.6%	-1.6%	-7.2%	-15.4&1.5	4.7%&-1.9%
COc1ccc(-c2cc3c(=O)n(CC(=O)Nc4ccc(Cl)cc4)ncn3n2)cc1	12.9%	-3.7%	/	-17.5%	0.0	?
O=C(NC(Cc1ccccc1)c1ccc2c(c1)OCCCO2)c1ccccc1F (configuration not stated)	/	-4.9%	-8.6%	-2.1%	-4.5	1.0%
O=C(Nc1ccc(OC(=O)c2ccncc2)cc1)c1ccncc1	5.5%	?	3.3%	-16.5%	32.1	-12.4%
CC(NC(=O)c1ccccc1NC(=O)c1ccco1)c1ccccc1 (configuration not stated)	-3.3%	?	8.2%	-22.5%	25.3	-6.3%
COCCNc1nc2nonc2nc1N1C[C@H]2CC[C@H]1C2	15.9%	2.8%	1.2%	0.7%	55.5	-2.4%
O=C(NCCN1CCOCC1)C1CCC(=O)N1C1CCCCC1 (configuration not stated)	9.3%	-0.8%	1.2%	-8.5%	19.5	6.5%
Cc1cc(=O)[nH]c(N/N=C/c2ccc(F)cc2)n1	8.7%	-0.1%	-4.7%	-3.7%	12.4	8.2%
CC1(C)CC(=S)Nc2ccccc2S1	12.2%	-9.6%	-17.2%	-18.6%	23.1	-12.8%
COc1ccc(NC(=O)COC(=O)c2ccc(OCc3ccccc3Cl)c(OC)c2)c(OC)c1	-2.3%	-8.1%	-0.4%	-8.2%	28.2	-8.9%
COc1ccc(N2CCN(CC(=O)NC(=O)NCc3ccco3)CC2)cc1	-7.7%	-8.9%	2.2%	1.6%	14.7	4.0%
NC(=O)c1[nH]cnc1N	-3.0%&11.6%	-2.4%&4.2%	22.7%	-2.2%&-7.5%	-12.8&-27.2	1.7%&-2.8%
Cc1noc(C)c1C(=O)OCC(=O)Nc1ccccc1SCC#N	20.8%	2.1%	/	-28.1%	16.3	-5.1%
CCC(C)C(NC(=O)C(C)NC(=O)CNC(=O)CNC(=O)OCc1ccccc1)C(=O)OC (configuration not stated)	11.0%	?	-0.7%	-5.5%	-26.6	4.4%
CCc1ccccc1NC(=O)CN(c1ccc(OC)cc1)S(=O)(=O)c1c(C)n[nH]c1C	/	1.7%	/	/	0.5	7.0%
Cc1cccc(NC(=O)CC2c3ccccc3Oc3ccccc32)c1	1.3%	?	0.4%	-40.2%	12.1	-1.5%

# Sorted by heavy-atom count (low to high): four of the compounds above.
molecule	HCV inh	AmpC inh detg	Giardia FBPA inh	AmpC no deterg	HCMV inh	Sm TGR inh
Cc1oc(-c2ccc(Cl)cc2)nc1CS(=O)CC(=O)NC1CCCC1 (configuration not stated)	-14.4%	-7.9%	/	59.6%	-12.8	8.91µM*
CCOC(=O)c1csc(NC(=O)CSc2nnnn2-c2ccc3c(c2)OCCO3)n1	-10.4%	-6.7%	5.3%	-17.8%	?	-1.5%
CCC(C)C(NC(=O)C(C)NC(=O)CNC(=O)CNC(=O)OCc1ccccc1)C(=O)OC (configuration not stated)	11.0%	?	-0.7%	-5.5%	-26.6	4.4%
COc1ccc(NC(=O)COC(=O)c2ccc(OCc3ccccc3Cl)c(OC)c2)c(OC)c1	-2.3%	-8.1%	-0.4%	-8.2%	28.2	-8.9%

# The order is random. Share with any hit: about 9.9%.
